Gal4-VP16 FLuc: inhibits Gal4-VP16 luciferase reporter, ROR gamma counter-screen; Drosophila S2 Gal4-VP16 UAS-luciferase, luminescence, 20 h; Potency, µM (top dose mostly 53.6 µM), inactives show top-dose activity, negative = inhibition, hits mostly inhibitors; hit rate 3.5% among 310,000;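 also: Gal4-VP16 expression switched on by copper sulfate through the metallothionein promoter; potency is read from the fitted curve at half-maximal effect; % is scaled to controls: 0 for no effect and ±100 for the full control effect; nearly all actives have a fitted effect of over 50% in size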
ELG1 genotox: inducers of genotoxicity in HEK293T ELG1-luciferase cells. HEK293T ELG1-luciferase reporter, luminescence, 16 h. Potency, µM (series often up to 46 µM), without a hit: at the top dose activity change, positive = activation, usual class: activators. hit rate 1.3% among 330,000; also: potency is read from the fitted curve at half-maximal effect; % of control where 0% means no effect; nearly all actives have a fitted effect of over 60% in size
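Reporter readout depends on ELG1 protein level, which increases with genetic stress. After 16 hr compound exposure at 37 °C, luciferase activity was quantified using ONE-Glo.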
Tb PFK block: blocks T. brucei phosphofructokinase; hit rate 0.17% among 330,000; Potency, µM (series often up to 57.5 µM), without a hit: at the highest dose activity, negative = inhibition, actives largely listed as inhibitors; AID 485367; T. brucei PFK, ADP-Glo luminescence;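 also: potency is read from the fitted curve at half-maximal effect; 0% = uninhibited 1x PFK enzyme wells and -100% = no-enzyme wells; nearly all actives have a fitted effect of over 60% in size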
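Activity is normalized to no-enzyme wells (full inhibition) and 1.25 nM enzyme wells (no inhibition). Reaction: 0.5 mM F6P, 0.1 mM ATP, 45 min RT, ADP-Glo luminescence; concentration-response curves fitted and classed by quality.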
p53 reactivation: mutant p53 re-activation in reporter cells; H1299 p53-A138V BP100-luciferase reporter, luminescence, 24 h; Potency, µM (series often up to 92.2 µM), inactives show top-dose activity change, positive = activation, usual class: activators; hit rate 0.063% among 320,000; also: potency is read from the fitted curve at half-maximal effect; % of control where 0% means no effect; nearly all actives have a fitted effect of over 45% in size
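p53-null H1299 cells stably carrying temperature-sensitive p53-A138V and a BP100-luciferase reporter were pinned with compounds (4-point, 1:5 series) and held 24 hrs at 37 deg C. Luminescence was read 10 min after detection reagent.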
TRPV1 agonist: activates the human vanilloid receptor TRPV1; TRPV1-expressing cells, Fluo-8 calcium influx, agonist mode; Q8NER1; hit rate 0.19% among 320,000; activation, % at 8.33 µM; in the data active = activation above about 80%; inconclusive = between about 30% and that limit; also: 0% is about no effect
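Fluo-8 calcium influx in TRPV1-expressing cells, kinetic read (ex 480/em 520 nm). Compound added and read 3 min for agonist activity, followed by capsaicin at EC20 final and 2 min further read for enhancement.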
Rab9 prom act: activators of Rab9 promoter. Huh7 Rab9 promoter-luciferase reporter, luminescence, 24 h. Potency, µM (titrated, usually from 9.22 µM), inactives show at the top dose activation, negative = inhibition, hits mostly activators. hit rate 2.8% among 320,000. AID 485297; also: potency is read from the fitted curve at half-maximal effect; % of control where 0% means no effect; nearly all actives have a fitted effect of over 60% in size
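Measured in stably transfected Huh7 cells bearing a Rab9 promoter–luciferase construct: 24 h compound treatment at 37 °C, followed by luminescence detection.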
ELG1 repair inh: blocks ELG1-dependent DNA repair in HEK293T cells | HEK293T ELG1-luciferase reporter, luminescence, 16 h; DNA damage induced by 5-fluorouridine | hit rate 2.3% among 330,000 | AID 504467 | Potency, µM (top dose mostly 46.1 µM), for inactives: at the highest dose activity change, negative = inhibition, hits mostly inhibitors; also: potency is read from the fitted curve at half-maximal effect; % is scaled to controls: 0 for no effect and ±100 for the full control effect; nearly all actives have a fitted effect of over 55% in size
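Reporter activity after DNA damage by 5-fluorouridine is monitored. Compound-treated cells incubate 16 hr at 37 °C, then ONE-Glo is added for 30 min before luminescence reading.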
BRCA1 expr act: BRCA1 expression activation; MCF7-BRCA1-FFLuc reporter, luminescence, 48 h; response scale: scaled: vehicle 0%, 10 µM genistein 100%; Potency, µM (top dose mostly 46.1 µM), for the others: top-dose activation, actives largely listed as activators; hit rate 1.1% among 380,000; also: potency is read from the fitted curve at half-maximal effect; nearly all actives have a fitted effect of over 80% in size; some results filed as inactive show a strong effect at the top dose
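First, MCF7-BRCA1-FFLuc cells (2000/well) attach for 2 h; next, compounds are pin-added and incubated 48 h at 37 °C; finally, luciferase reagent is added and luminescence read after 15 min.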
FLuc modulator: counter-screen for miR-21 project: firefly luciferase inhibitors or activators; Potency, µM (titrated, usually from 57.5 µM), without a hit: at the top dose activity change, negative = inhibition, actives largely listed as inhibitors; P08659; purified FLuc, Km substrates, luminescence inhibition; AID 588342; hit rate 6.9% among 360,000;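 also: potency is read from the fitted curve at half-maximal effect; plate controls were vehicle for no effect and reference inhibitor for full effect; nearly all actives have a fitted effect of over 55% in size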
Target sequence (P08659 whole entry, looked up): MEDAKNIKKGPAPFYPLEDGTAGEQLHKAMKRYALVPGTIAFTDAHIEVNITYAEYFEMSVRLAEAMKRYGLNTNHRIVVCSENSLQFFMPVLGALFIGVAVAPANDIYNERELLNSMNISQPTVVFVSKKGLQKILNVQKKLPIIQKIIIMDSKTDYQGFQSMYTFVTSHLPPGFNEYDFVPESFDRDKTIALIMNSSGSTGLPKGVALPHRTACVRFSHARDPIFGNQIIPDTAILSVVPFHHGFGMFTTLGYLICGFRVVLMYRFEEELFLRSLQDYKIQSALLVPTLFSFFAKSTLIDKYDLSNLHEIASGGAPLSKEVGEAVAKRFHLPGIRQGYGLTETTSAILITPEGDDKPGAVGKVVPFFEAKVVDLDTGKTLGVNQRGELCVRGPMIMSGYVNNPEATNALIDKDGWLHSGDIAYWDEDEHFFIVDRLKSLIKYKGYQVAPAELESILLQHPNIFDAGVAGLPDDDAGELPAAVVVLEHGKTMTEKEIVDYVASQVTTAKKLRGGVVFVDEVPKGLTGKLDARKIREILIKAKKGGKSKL
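Biochemical qHTS of compounds, final roughly 60 µM downward over six points, against 10 nM purified firefly luciferase using Km concentrations of substrates (10 uM D-luciferin, 10 uM ATP) in Tris acetate pH 7.5 buffer; luminescence output.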
RORgamma inh: blocks mouse ROR gamma transcriptional activity. P51450. Drosophila S2 Gal4-RORgamma UAS-luciferase reporter, 20 h. Potency, µM (top dose mostly 53.6 µM), for the others: top-dose activity change, negative = inhibition, hits mostly inhibitors. hit rate 5.4% among 310,000. AID 2551; also: potency is read from the fitted curve at half-maximal effect; % is scaled to controls: 0 for no effect and ±100 for the full control effect; nearly all actives have a fitted effect of over 60% in size
Target sequence (P51450 whole entry, looked up, the tested form may be a part): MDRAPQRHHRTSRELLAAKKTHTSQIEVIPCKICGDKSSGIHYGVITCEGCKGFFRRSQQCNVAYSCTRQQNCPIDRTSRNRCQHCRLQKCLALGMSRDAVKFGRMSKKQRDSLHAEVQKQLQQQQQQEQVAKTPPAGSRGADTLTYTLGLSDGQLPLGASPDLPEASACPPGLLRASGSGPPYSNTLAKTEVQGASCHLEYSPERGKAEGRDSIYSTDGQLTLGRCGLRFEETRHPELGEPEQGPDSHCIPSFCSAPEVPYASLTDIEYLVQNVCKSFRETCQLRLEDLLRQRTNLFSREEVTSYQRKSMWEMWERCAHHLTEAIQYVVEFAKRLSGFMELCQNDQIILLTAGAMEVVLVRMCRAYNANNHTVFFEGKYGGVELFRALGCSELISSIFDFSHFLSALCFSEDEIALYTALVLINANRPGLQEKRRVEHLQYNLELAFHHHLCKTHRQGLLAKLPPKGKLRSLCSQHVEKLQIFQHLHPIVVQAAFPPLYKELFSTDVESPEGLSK
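Schneider cells (Drosophila), stable Gal4 DBD–ROR gamma + UAS-luc; 1 hr cmpd preincubation; Cu2+ induction 700 uM final; 20 hr ambient; luminescence.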
NPC1 prom act: activates the NPC1 promoter; Huh7 NPC1 promoter luciferase reporter, 24 h; Potency, µM (top dose mostly 9.22 µM), for the others: top-dose activation, actives largely listed as activators; hit rate 2.4% among 320,000; AID 485313;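 also: potency is read from the fitted curve at half-maximal effect; % of control where 0% means no effect; nearly all actives have a fitted effect of over 60% in size; reporter is driven by a mutant NPC1 promoter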
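Quantitative HTS used a cell-based reporter: Huh7 cells stably bearing the NPC1 promoter upstream of luciferase were treated with compounds for 24 h, and promoter activation was read as luminescence.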
Starred values were filed as active, the others as inactive; ? = inconclusive; . = not tested or not shown; [ ] = dose if it differs, or a comment. Unless noted, calls follow the shape of the dose curve; as a rule, active = well fitted curve in the direction sought with a large enough effect; inconclusive = small, poorly fitted or top-dose-only effect, or another doubt; inactive = no such curve, though single readings can be large; an effect the other way counts as inactive or inconclusive.

SMILES	Gal4-VP16 FLuc	ELG1 genotox	Tb PFK block	p53 reactivation	TRPV1 agonist	Rab9 prom act	ELG1 repair inh	BRCA1 expr act	FLuc modulator	RORgamma inh	NPC1 prom act
O=C(c1ccoc1)N1CCC2(CC1)Oc1ccc(Cl)cc1C(=O)C21CC(c2ccccc2)=NO1 (configuration not stated)	5%	-6%	-4%	0%	8	-9%	-27%	-4%	0%	17%	-7%
O=C(CSc1nc2ccccc2o1)N/N=C/c1ccc(C(=O)O)cc1	1%	0%	1%	2%	1	-9%	0%	0%	-17%	11%	2%
Cn1c(=O)n(C)c2cc(NS(C)(=O)=O)ccc21	-2%	9%	-1%	4%	-4	-2%	40%	-21%	-1%	-9%[10 µM]	7%
COc1ccc(-c2cc(N)n(S(=O)(=O)c3ccc(F)cc3)n2)cc1OC	?	-2%	1%	9%	26	-10%	5.8µM*	-32%	-1%	-20%	0%
CCN(CC(=O)NCc1cccs1)S(=O)(=O)c1ccccc1Cl	.	1%	-3%	-1%	0	-3%	-4%	-8%	-1%	.	-8%
CC(C(=O)N1CCCC1)N1CCN(S(=O)(=O)c2ccccc2)CC1 (configuration not stated)	.	0%	?	2%	.	.	?	6%	.	.	.
CCOc1ccc(Cl)cc1CNCCNCC(C)O (configuration not stated)	2%	1%	1%	2%	0	-3%	-2%	0%	0%	-13%	3%
Cc1ccc(Cl)cc1NC(=O)CCNC(=O)N1CC(=O)Nc2ccccc21	-3%	0%	-6%	-12%	0	0%	-6%	-23%	2%	11%	-2%
CCc1cccc(N=c2c([N+](=O)[O-])nn(-c3ccc4c(c3)OCCO4)n2O)c1	?	3%	0%	?	-1	-15%	-6%	-32%	?	-3%	-29%
COc1ccccc1NC1=NC2(CCCC2)N=C(N)N1	-1%	1%	-2%	-9%	4	-7%	4%	-54%	0%	3%	0%
CCOC(=O)CSC1=NN2CCS(=O)(=O)N=C2S1	2%	0%	-2%	2%	3	-1%	8%	3%	-2%	-8%	-3%
Nc1cc(=O)[nH]c(SCC(=O)Nc2ccccc2Sc2ccccc2)n1	-10%	-5%	1%	-3%	0	-5%	?	-30%	-10%	27%	-3%
CC(C)C(NC(=O)CNC(=O)OC(C)(C)C)C(=O)NCc1ccc(Cl)cc1 (configuration not stated)	15%	-3%	6%	1%	2	-1%	-1%	1%	5%	1%	-6%
Cc1cc(C)c(C#N)c(SCc2[nH]nc3c2C(c2ccccc2)C(C#N)=C(N)O3)n1 (configuration not stated)	-13%	.	.	.	3	.	.	2%	3%	5%	.
O=C(CSc1nc2ccccc2c(=O)n1CCCN1CCOCC1)Nc1ccccc1OC(F)F	.	-6%	3%	-9%	.	.	?	-20%	.	.	.
COc1ccc(C(=O)Nc2ccc(Cc3ccncc3)cc2)cc1Br	-4%	-5%	1%	-5%	?	?	0%	-3%	?	-3%	-5%
O=C(CSc1nnc(-c2ccccc2Br)o1)Nc1cccc2ccccc12	-3%[0.365 µM]	?	-5%	-3%	-3	-4%	?	11%	7%	-41%	0%
Cc1ccc(-n2ncc3c2CC(C)(C)CC3NC(=O)CCc2cnn(C)c2)cc1 (configuration not stated)	5%	-3%	1%	-7%	7	3%	-14%	-3%	2%	-3%	-1%
CCOCC(=O)N1CCN(c2ccc([N+](=O)[O-])cc2)CC1	2%	-1%	-1%	-9%	1	3%	-9%	-1%	-1%	-19%	-6%
Cn1c(SCC(=O)Nc2cccc(F)c2)nnc1-c1cccnc1	-1%	1%	1%	1%	-3	-3%	11%	4%	0%	14%	2%
CN(C)CCCn1c(SCC(=O)Nc2sc3c(c2C#N)CCCC3)nnc1-c1ccncc1	4%	1%	2%	1%	-1	-3%	?	16%	-18%	-25%	-1%
COc1cc2c(cc1OC)C(COc1ccccc1OC)N(C(=O)C(C)C)CC2 (configuration not stated)	3%	-3%	0%	-4%	4	-4%	?	-20%	-2%	2%	-10%
COc1ccccc1NC(=O)NCc1ccccc1F	3%	0%	-7%	-1%	6	0%	9%	-3%	?	-6%	2%
Cc1ccccc1C(=O)N/N=C1/SCC(=O)N1Cc1ccc2c(c1)OCO2	-10%	0%	-1%	-3%	-2	2%	4%	12%	-1%	-10%	-2%
O=c1ccn(-c2cccc(C(F)(F)F)c2)nc1-c1ccn(-c2cccc(Cl)c2)n1	-5%	-4%	-3%	-2%	2	-2%	?	-39%	1%	?	-5%
O=C(NC(=S)NCc1cccnc1)c1ccccc1F	5%	0%	-3%	-3%	3	-3%	-1%	-10%	6%	-27%	2%
Cc1cccc(NC(=O)N2CCCC2C(=O)NCc2cccs2)c1 (configuration not stated)	10%	-1%	-1%	-1%	-2	-1%	-3%	-14%	6%	?	0%
COc1ccc(N=C2S/C(=C\c3ccc(OCC(=O)O)cc3)C(=O)N2CCc2c[nH]c3ccccc23)cc1	6%[10 µM]	-1%	1.1µM*	-3%	2	-7%	?	-3%	0%	2%	0%
CCOC(=O)NC(c1ccccc1)C1CCCCC1=O (configuration not stated)	2%	4%	-1%	-1%	8	-8%	7%	7%	2%	21%	-1%
C/C=C(\C)C(=O)Nc1cccc(C2=NOC3(C2)C[C@H](C(N)=O)N(C(=O)CC#N)C3)c1 (some centres not stated)	1%	3%	4%	3%	-2	12%	?	-9%	-2%	-16%	-5%
O=C(COc1ccccc1)N1CCN(C(=O)c2ccco2)CC1	1%	0%	2%	-2%	5	3%	-5%	5%	4%	-10%	0%
O=C(COC(=O)c1ccc[n+]([O-])c1)Nc1ccc([N+](=O)[O-])cc1C(F)(F)F	.	-6%	0%	0%	.	.	-6%	2%	.	.	.
CCN(CC)C(=O)C[n+]1ccc(C(N)=O)cc1	-2%	-7%	-1%	0%	-4	-3%	2%	4%	0%	5%	1%
CC(C)(C)c1ccc(/C=C/C(=O)N2CCN(c3ncccn3)CC2)cc1	-16%	-3%	-2%	14%	-6	-3%	-8%	15%	24µM*	42%	-3%
CC(C)N(C)NC(=S)Nc1ccccc1	?	-2%	6%	0%	2	6%	18%	-28%	-1%	-42%[10 µM]	-1%
CN(CC(=O)Nc1ccccc1Cl)C(=O)CCSc1ccc(F)cc1	.	-6%	0%	-7%	-6	4%	-29%	-5%	4%	.	5%

For reference, part of the list above:
SMILES	Gal4-VP16 FLuc	ELG1 genotox	Tb PFK block	p53 reactivation	TRPV1 agonist	Rab9 prom act	ELG1 repair inh	BRCA1 expr act	FLuc modulator	RORgamma inh	NPC1 prom act
O=c1ccn(-c2cccc(C(F)(F)F)c2)nc1-c1ccn(-c2cccc(Cl)c2)n1	-5%	-4%	-3%	-2%	2	-2%	?	-39%	1%	?	-5%
O=C(NC(=S)NCc1cccnc1)c1ccccc1F	5%	0%	-3%	-3%	3	-3%	-1%	-10%	6%	-27%	2%
Cc1cccc(NC(=O)N2CCCC2C(=O)NCc2cccs2)c1 (configuration not stated)	10%	-1%	-1%	-1%	-2	-1%	-3%	-14%	6%	?	0%

Continuation.
SMILES	Gal4-VP16 FLuc	ELG1 genotox	Tb PFK block	p53 reactivation	TRPV1 agonist	Rab9 prom act	ELG1 repair inh	BRCA1 expr act	FLuc modulator	RORgamma inh	NPC1 prom act
COC(=O)c1ccccc1NC(=O)Cn1c(=O)oc2ccc(Cl)cc21	-2%	0%	5%	-1%	-1	1%	0%	-26%	5%	3%	-4%
COc1cc(/C=N/NC(=O)c2c(C)nc3ccc(Cl)cn23)cc(OC)c1OC	-5%	2%	0%	2%	1	-7%	?	-33%	-1%	?	-2%
CC(OC(=O)c1ccccn1)C(=O)Nc1ccc2c(c1)OCCO2 (configuration not stated)	.	2%	0%	8%	-3	-2%	?	-1%	?	.	0%
COc1c(C)cc(Br)cc1C(=O)Nc1ccccc1N1CCN(C(=O)c2ccccc2)CC1	2%	-10%	0%	0%	14	1%	-5%	-13%	0%	-7%	-4%
O=C(NCCCO)C(=O)Nc1ccc2c(c1)N(S(=O)(=O)c1cccs1)CCC2	.	0%	-1%	-2%	5	-2%	0%	-44%	0%	.	-5%
CC(C)NC(=O)C1=NN(c2ccccc2)C(=O)CC1	-14%	-1%	-13%	-4%	2	-2%	15%	-2%	-1%	34%	-4%
CC(Oc1ccc(-c2ccccc2)cc1)C(=O)N/N=C/c1cccnc1 (configuration not stated)	-5%	-20%	2%	-2%	29	0%	7%	-45%	?	12%	-5%
Cn1c(=O)c2c(nc(CN3CCOCC3)n2CCc2ccccc2)n(C)c1=O	1%	2%	3%	2%	2	-7%	-10%	3%	5%	-1%	0%
